Screening results (PubChem)
MMP13 inhibition: MMP13 inhibitors among fluorescent compounds, confirmation, biochemical, possible fluorescent artifacts, delta fluorescence (AID 734); 5,100 tested, under 10 active; inhibition, %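 (each compound tested at 4 µM nominal in triplicate)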; MMP13 fTHP FRET cleavage, delta fluorescence 4 h; stronger effect = higher value;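 active = inhibition above the mean inhibition over all tested compounds plus 3 SD, cut at about 75% in these data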;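 note: 0% = DMSO only wells and 100% = 8 µM reference MMP13 inhibitor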
The depositor's hits bear a star. Not all compounds are listed; the hit share may differ from the screen's.

SMILES	MMP13 inhibition
C=CCOC(=O)Nc1c(C(=O)OC)[nH]c2ccc(Cl)cc12	2.9
Cn1c(C(=O)NCCCN2CCCCCC2)cc2c(=O)n(C)c3ccccc3c21	8.4
N#Cc1cc2c(nc1SCc1nc3ccccc3[nH]1)CCC2	6.2
CC(CCc1ccccc1)NCC(O)c1ccc(O)c(C(N)=O)c1 (stereo unspecified)	11.0
Cc1ccc(C(=O)NCCNC(=O)CN2CCOCC2)cc1	6.0
COc1nc(-c2ccc(C)cc2)ccc1-c1noc(-c2ccco2)n1	-3.3
COCCNC(=O)c1cc2c(=O)n3cccc(C)c3nc2n(Cc2ccncc2)c1=N	-159.7
CCOC(=O)c1[nH]c2ccc(OC)cc2c1NC(C)=O	0.6
Cc1cc(C)nc(Sc2c(C)n[nH]c2C)n1	4.0
O=C(c1ccc(CSCc2ccccc2F)o1)N1CCN(c2ccc(N3CCOCC3)nn2)CC1	4.2
COc1ccccc1-c1nnc(NC(=O)C(C)C)s1	3.0
Cc1cc(C(=O)N2CCOCC2)n(-c2ccccc2)n1	6.7
CCOc1ccc2[nH]c(=O)c(CN(Cc3nnnn3CCc3ccccc3)CC3CCCO3)cc2c1 (stereo unspecified)	5.0
CCCN(CCC)CCNC(=O)c1cc2c(=O)n(C)c3ccccc3c2n1C	7.2
Cc1cccc(-c2cc3nc4c(c(N5CCOCC5)n3n2)CCCC4)c1	4.9
Cc1cc(C)cc(OCC(=O)Nc2cccc(-c3nnc(-c4ccco4)o3)c2)c1	2.3
CCOC(=O)C1=C(C)NC(=O)NC1c1c(C)nn(-c2ccccc2)c1Cl (stereo unspecified)	6.4
Cc1ccccc1N(CC(=O)NCC1CCCO1)C(=O)C1(C)CC(=O)N=C2C=CC=CN21 (stereo unspecified)	2.5
CCN(CC)C(=O)CSc1nnc([C@@H](NC(=O)OC(C)(C)C)C(C)C)o1	6.2
Cn1cnnc1SCC(=O)Nc1ccccc1	6.8
COc1ccccc1-c1nnc(NC(C)=O)s1	3.3
Cc1ccc(OCC(=O)Nc2ccc(O)c(C(=O)O)c2)cc1C	5.5
c1csc(-c2ccc3ccccc3n2)c1	7.1
CCC(C)(C)n1nnnc1CN(Cc1ccco1)Cc1cc2cc3c(cc2[nH]c1=O)OCO3	-0.3
CCCCN(CC)CCNC(=O)c1cc2c(=O)n(C)c3ccccc3c2n1C	9.8

Arranged by count of non-hydrogen atoms (rising): 3 of the compounds above
SMILES	MMP13 inhibition
Cn1cnnc1SCC(=O)Nc1ccccc1	6.8
COCCNC(=O)c1cc2c(=O)n3cccc(C)c3nc2n(Cc2ccncc2)c1=N	-159.7
Cc1ccccc1N(CC(=O)NCC1CCCO1)C(=O)C1(C)CC(=O)N=C2C=CC=CN21 (stereo unspecified)	2.5

The list goes on:
SMILES	MMP13 inhibition
Cc1ccc(-n2ncc3c(=O)n(CC(=O)Nc4cccc(Cl)c4)cnc32)cc1C	6.2
Cc1occc1C(=O)Nc1nnc(-c2ccncc2)s1	12.7
COc1ccc(-c2ccc(-c3noc(-c4ccco4)n3)c(OC)n2)cc1	-49.8
Cc1nc2ccc(C(=O)O)cc2c2c1CC(C)S2 (stereo unspecified)	9.9
Cc1cc(N=Cc2c(O)n(-c3ccc4c(c3)OCO4)c(=O)c3ccccc23)ccn1	0.5
Cc1cc(-c2nc3ncccc3o2)ccc1NC(=O)CC(C)C	-33.1
COCCn1nnnc1C(c1cc2cc(OC)ccc2[nH]c1=O)N1CCC(Cc2ccccc2)CC1 (stereo unspecified)	1.5
O=C(c1ccco1)N1CCN(c2ncnc3c2[nH]c2ccccc23)CC1	-0.5
COc1ccc(-n2c(=O)[nH]cc(C(=O)N3CCc4ccccc43)c2=O)cc1	3.5
CCOC(=O)c1[nH]c2cc(OC)c(OC)cc2c1NC(=O)C(C)N1CCN(Cc2ccccc2)CC1 (stereo unspecified)	5.2
Cc1cccc2cc(CN(CCN3CCCC3)C(=O)NC3CCCCC3)c(=O)[nH]c12	3.9
CC1(C)CC2(CCO1)CNC(=O)O2 (stereo unspecified)	3.3
COC(=O)c1[nH]c2cc(OC)ccc2c1NC(=O)CN1CCC(C(N)=O)CC1	4.3
COc1ccccc1OCC(O)CN1C(=O)NC(C)(C)C1=O (stereo unspecified)	5.0
N=c1c(C(=O)NC2CCCC2)cc2c(=O)n3ccccc3nc2n1CCN1CCOCC1	0.4
Cc1cc(-c2ccccc2)nc2[n+]1CCN2C	4.1
CCOc1ccc2[nH]c(C)c(CN(C)C)c(=O)c2c1	1.9
CCCOC(=O)C1=C(C)NC2=C(C(=O)CCC2)C1c1cccc(OC)c1OC (stereo unspecified)	5.5
Cc1cc(-c2ccco2)c(C#N)c2nc3ccccc3n12	2.5
CCOc1cc(S(=O)(=O)NCCc2ccccc2C)c(OCC)cc1-n1cnnn1	11.0
COc1ccc(C2Nc3ccccc3C(=O)N2Cc2ccco2)cc1COc1ccc(NC(C)=O)cc1 (stereo unspecified)	-3.3
COc1ccc(CC(=O)Nc2ccc(-c3nc4cc(C)ccc4o3)c(O)c2)cc1OC	11.8
CC(=O)Nc1c(-c2ccccc2)nc2ncccn12	-2.3
CCOc1ccc(-c2nnc(-c3ccco3)o2)cc1OCC	-4.6
COC(=O)C1=C(C)NC(C)=C(C(=O)OC)C1c1cc2cc(C)ccc2[nH]c1=O	6.2
Next records follow:
SMILES	MMP13 inhibition
COc1ccc(-c2cc(-c3ccccc3)nc(N3CCCC3)n2)cc1OC	-1.2
COc1cc2cc(C(c3nnnn3C3CCCC3)N3CCCCCC3)c(=O)[nH]c2cc1OC (stereo unspecified)	6.9
CCOC(=O)c1c(NC(=O)c2ccn(CC)n2)sc2c1CCCC2	10.5
CCOC(=O)c1ccc2[nH]c(C)c(CCC(C)=O)c(=O)c2c1	-8.3
COCCOC(=O)C1=C(C)NC2=C(C(=O)CC(c3cccs3)C2)C1c1ccsc1 (stereo unspecified)	2.9
Cc1ccc2c(c1)c1c(n2CC(O)Cn2c(C)nc3ccccc32)/C(=N\O)CCC1 (stereo unspecified)	1.1
Cn1c(C(=O)NCC2CCCO2)cc2c(=O)n3ccccc3nc21 (stereo unspecified)	15.1
COc1ccccc1-c1nc(C#N)c(NCc2ccc(F)cc2)o1	3.1
COc1ccc2[nH]c(=O)c(CN(CC3CCCO3)C(=O)Nc3ccccc3OC)cc2c1 (stereo unspecified)	3.4
CCOC(=O)c1[nH]c2ccc(OCC)cc2c1NC(=O)CN1CCN(c2ccccc2)CC1	1.5
COC(=O)c1c(O)ccc(Oc2ccccc2)c1C(=O)OC	-3.2
COc1ccc(OC)c(-n2c(N)c(C(=O)NCC3CCCO3)c3nc4ccccc4nc32)c1 (stereo unspecified)	-7.3
OCc1cn(-c2ccccc2)nc1-c1ccc(-c2nn(-c3ccccc3)cc2CO)cc1	3.5
Cc1ccc2nc(NCCCN3CCOCC3)c(C=NCCCN3CCOCC3)c(=O)n2c1	4.8
CCCCNC(=O)c1cc2c(=O)n3cccc(C)c3nc2n(CCN2CCOCC2)c1=N	-13.9
COc1ccc(-n2c(SCC(=O)Nc3ccc4c(c3)OCO4)nc3c(c2=O)SCC3)cc1	-3.2
CNc1nnc(-c2cccc(N(C)C)c2)s1	1.8
COc1ccc(CNC2=CC(=O)CC(C)(C)C2)cc1	4.1
O=C(OCc1nnc(-c2ccccc2)o1)c1ccc2c(c1)C(=O)N(CCc1ccccc1)C2=O	4.0
COc1ccc(-c2cc(C(F)F)n3ncc(C(=O)N4CCN(C(=O)c5ccco5)CC4)c3n2)cc1	5.6
O=C(CN1CCN(Cc2ccccc2)CC1)NC(=O)NCc1ccco1	0.5
COCCNc1cc(C)nc2c3c(C)cc(C)nc3nn12	-4.2
O=C(c1ccc(=O)oc1)N1CCN(c2ccc(F)cc2)CC1	5.1
Cc1nc(N2CCOCC2)c2cc(-c3ccccc3)sc2n1	3.4
Cc1ccc(C2NC(=O)c3ccccc3N2)s1 (stereo unspecified)	-0.5
(cont.)
SMILES	MMP13 inhibition
Cc1ccc(-c2cc(C)nc3ncnn23)cc1	3.9
COc1ccc(CCn2c(=N)c(C(=O)NCc3ccco3)cc3c(=O)n4cccc(C)c4nc32)cc1	8.1
Cn1c(Cn2c(=O)sc3ccccc32)nnc1SCC(=O)N1CCN(c2ccccc2)CC1	5.8
COc1ccccc1-c1nc(C#N)c(N2CCN(Cc3ccccc3)CC2)o1	5.9
Cc1csc2ncc(C(=O)NCc3ccccc3Cl)c(=O)n12	5.2
COc1cc(C(=O)Nc2ccc(-c3nc4cc(C)ccc4o3)c(O)c2)cc(OC)c1OC	13.9
CCOCCOC(=O)C1=C(C)NC2=C(C(=O)CC(c3cccs3)C2)C1c1ccsc1 (stereo unspecified)	6.3
CC(=O)OCCNC(=O)c1cc2ccccc2oc1=O	-1.8
CCOP(=O)(c1ccccc1)c1nc(-c2ccc(F)cc2)oc1N1CCCCC1 (stereo unspecified)	3.4
CC(C)Nc1oc(-c2cccc3ccccc23)nc1C#N	-69.0
CCOC(=O)COc1cc2c3c(c(=O)oc2cc1C)CCCC3	3.5
CCCS(=O)(=O)NCc1ccc2c(c1)cc(C)n2C	5.3
O=C(NCCc1cn2ccsc2n1)c1cccs1	5.4
CCOc1ccc2oc(-c3ccccc3)c(C(=O)N3CCN(CCO)CC3)c2c1	3.7
CCOC(=O)c1[nH]c2ccc(OC)cc2c1NC(=O)CCN1CCC(C)CC1	4.1
CCCn1c(=O)c(Cc2ccccc2)c(O)c2ccccc21	2.0
Cc1ccc2nc(N3CCN(C(=O)c4cccs4)CC3)c(C#N)cc2c1	3.6
CCOC(=O)c1ccccc1NC1CC(=O)N(c2ccccc2C)C1=O (stereo unspecified)	0.3
COCc1cc(C)nc2sc(C(=O)OC(C)C)c(N)c12	7.3
OCCNc1ncnc2c1c(-c1ccccc1)c(-c1ccccc1)n2Cc1ccco1	2.2
N#Cc1nc(-c2cccs2)oc1NCc1ccco1	-10.0
COc1cc(OC)cc(-c2cc3nc(C)c(CCC(=O)O)c(C)n3n2)c1	-3.0
O=C(Oc1cccc(-n2cnnn2)c1)c1sc2ccccc2c1Cl	5.3
CCNc1nc(NCC)n2c(SCc3ccc(F)cc3)nnc2n1	4.1
COc1cccc2sc(Nc3nnc(-c4cccs4)o3)nc12	-71.9
Further compounds:
SMILES	MMP13 inhibition
c1ccc2[nH]c(-c3nc4ccccc4[nH]3)nc2c1	0.5
CCOC(=O)CSc1nc2ccc(N3CCOCC3)cc2c(=O)n1Cc1ccc2c(c1)OCO2	5.6
O=C(NC1CCCCC1)N(Cc1cc2cc3c(cc2[nH]c1=O)OCCO3)CC1CCCO1 (stereo unspecified)	1.2
O=C(NCCc1cn2ccccc2n1)C1CCCCC1	3.4
CCOC(=O)COc1ccc2nsnc2c1	3.9
Cc1cccn2c(=O)c3cc(C(=O)NC4CCCC4)c(=N)n(C4CCCC4)c3nc12	-177.0
COCCN1CCn2c(nc3cc(NC(=O)NC4CCCCC4)ccc32)C1	2.0
O=c1[nH]c2cc3c(cc2cc1CN(CCc1ccccc1)Cc1nnnn1C1CCCC1)OCCO3	-1.5
O=C1CCCC2=C1C(c1ccco1)Nc1ccc3ccccc3c12 (stereo unspecified)	-0.8
CCCN1C2=C(C(=O)CCC2)C(c2ccc(O)c(Br)c2)C2=C1CCCC2=O	1.5
CC(C)Cc1nc(N2CCN(C(=O)C(C)C)CC2)c(C#N)c2c1CCC2	-2.3
OCc1cc(CO)c(O)c(CCc2ccccc2)n1	9.1
COC(=O)C1=CNC=C(C(=O)OC)C1c1cccc(OC)c1	27.7
CCOC(=O)c1[nH]c2ccc(F)cc2c1NC(=O)CN1CCN(C/C=C/c2ccccc2)CC1	1.1
Cc1cc(=O)oc2cc(OC(C)C(=O)Nc3nccs3)ccc12 (stereo unspecified)	3.6
COc1cc(CNc2ccc3[nH]c(=O)[nH]c3c2)cc(Cl)c1OCC(=O)NC(C)(C)C	-0.9
COc1ccc2cc3cc(C(=O)NCCN4CCN(c5ccccc5F)CC4)oc3nc2c1	-13.5
C=CCOC(=O)COc1ccc2c(C)c(C)c(=O)oc2c1C	2.8
O=C(CCC1N=C2c3ccccc3N=C(SCc3cccc(Cl)c3)N2C1=O)NCc1ccco1 (stereo unspecified)	5.7
Cc1ccc2[nH]c(C(=O)O)c(-c3ccccc3)c2c1	4.1
COC(=O)c1[nH]c2ccc(C)cc2c1NC(=O)CN1CCN(C(=O)c2ccccc2)CC1	-5.7
COc1cccc(OC)c1C(=O)Nc1nc2ccc(S(C)(=O)=O)cc2s1	5.0
CC1(C)Cc2c(c(N3CCOCC3)nc3sc4c(=O)[nH]cnc4c23)CS1	1.6
Nc1ccc(-c2nnc(-c3ccc(-c4ccccc4)cc3)o2)cc1	16.0
COc1cccc(C(=O)Nc2ccc(-c3nc4ccccc4o3)c(O)c2)c1	6.0

Ordered by value in MMP13 inhibition (descending): some entries from above
canonical_smiles | MMP13 inhibition
COC(=O)C1=CNC=C(C(=O)OC)C1c1cccc(OC)c1 | 27.7
CCCN1C2=C(C(=O)CCC2)C(c2ccc(O)c(Br)c2)C2=C1CCCC2=O | 1.5
CC(C)Cc1nc(N2CCN(C(=O)C(C)C)CC2)c(C#N)c2c1CCC2 | -2.3

Next compounds.
SMILES	MMP13 inhibition
Cc1cc(C)n(-c2ncnc3sc4c(c23)CCCC4)n1	2.8
COCCn1cc(C(=O)NCc2cccs2)c2c3ccccc3n(C)c2c1=O	-7.5
COc1ccc2oc(-c3ccccc3)c(C(=O)N3CCOCC3)c2c1	3.9
N=c1oc2ccc3ccccc3c2cc1-c1nnc2n1CCCCC2	-186.7
O=C(N1CCOCC1)N1CCN(c2ccccn2)CC1	8.1
O=C(O)CN1CCN(Cc2ccc(F)cc2Cl)C1=O	2.9
O=C(NCc1ccco1)c1ccc2nc3sc4c(c3c(=O)n2c1)CCCC4	1.9
N#Cc1c(-c2ccco2)cc(C2CC2)nc1N	1.9
Cc1cc(C)n2nc3nc(N4CCCCC4)nc(-c4ccco4)c3c2n1	3.1
COc1ccc(-c2oc3ncnc(NCCN4CCOCC4)c3c2-c2ccc(OC)cc2)cc1	1.0

Filtered by structure, those above with a tert-butyl group.
SMILES	MMP13 inhibition
CCN(CC)C(=O)CSc1nnc([C@@H](NC(=O)OC(C)(C)C)C(C)C)o1	6.2
COc1cc(CNc2ccc3[nH]c(=O)[nH]c3c2)cc(Cl)c1OCC(=O)NC(C)(C)C	-0.9
